Screening results deposited in PubChem BioAssay by National Center for Advancing Translational Sciences (NCATS).
GLP1R inv ag: acts as inverse agonist at human GLP-1 receptor; P43220; HEK293 GLP-1R CRE-luciferase, luminescence, 24 h; GLP-1R form is constitutively active; Potency, µM (doses to about 38.3 µM), inactives show top-dose activity change, negative = inhibition, hits mostly inhibitors; actives 1.6% (n = 410,000); AID 624417; further: potency means the concentration at half of the fitted maximal effect; on the % scale 0 is the no-effect control and ±100 the full control effect; nearly all actives have a fitted effect of over 55% in size
Target sequence (P43220 whole entry, looked up): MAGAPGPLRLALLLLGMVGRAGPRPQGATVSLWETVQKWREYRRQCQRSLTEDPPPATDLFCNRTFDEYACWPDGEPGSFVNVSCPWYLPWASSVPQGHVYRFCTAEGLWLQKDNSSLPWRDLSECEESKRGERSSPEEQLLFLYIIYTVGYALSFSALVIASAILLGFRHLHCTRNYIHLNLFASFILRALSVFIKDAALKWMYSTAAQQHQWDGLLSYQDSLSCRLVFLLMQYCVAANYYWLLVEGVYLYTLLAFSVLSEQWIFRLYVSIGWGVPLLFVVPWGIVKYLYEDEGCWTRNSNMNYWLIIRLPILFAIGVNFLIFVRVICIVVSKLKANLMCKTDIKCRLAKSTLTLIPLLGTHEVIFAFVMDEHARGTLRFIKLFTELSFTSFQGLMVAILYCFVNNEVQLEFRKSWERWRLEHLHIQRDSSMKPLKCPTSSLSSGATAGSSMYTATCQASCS
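Inverse agonists were sought by their lowering of basal cAMP reporter luciferase output in HEK293 cells stably carrying constitutively active human GLP-1R, after 24 h compound treatment.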
aSyn yeast inh: alpha-synuclein toxicity inhibition in yeast; actives 0.14% (n = 370,000); Yeast expressing alpha-synuclein, growth rescue, BacTiter-Glo, 24 h; Potency, µM (highest dose often 46.1 µM), inactives show at the top dose growth rescue (activation), actives largely listed as activators; further: potency means the concentration at half of the fitted maximal effect; % of control where 0% means no effect; nearly all actives have a fitted effect of over 65% in size
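Galactose-induced alpha-syn yeast (OD600=0.02, raffinose-pregrown) + pinned cpd, 24 hr, 30 deg C; growth by BacTiter-Glo luminescence. Growth restoration scores as activation.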
FUS yeast rescue: rescues growth of FUS-expressing yeast; S. cerevisiae FUS-expressing, growth rescue, OD600, 24 h; Potency, µM (series often up to 76.6 µM), inactives show top-dose growth rescue (activation), hits mostly activators; actives 0.24% (n = 390,000); AID 1347120;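 further: potency means the concentration at half of the fitted maximal effect; plate controls were DMSO vehicle for no effect and reference control for full effect; nearly all actives have a fitted effect of over 55% in size; some results filed as inactive show a strong effect at the top dose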
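Absorbance at 600 nm, taken 24hr after compound addition, measured rescue of FUS-yeast growth at 30C. Induction used 2% galactose with seeding at OD 0.005. Controls: CP55940 from 92uM final, DMSO only.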
pAkt inh: blocks phosphorylation of Akt | actives 0.32% (n = 360,000) | activity change, % for hits at 50 µM | Neuro2A IGF-stimulated pAkt S473 HTRF, 20 min; stronger effect = lower value; in the data active means activity change below about -80%; inconclusive means mostly about -51% to -80%; further: on the % scale 0 is the no-effect control and ±100 the full control effect
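Neuro2A cells (4,500/well, DMEM with 0.5% FBS) were treated with compound at a single 50 µM final concentration, stimulated with 6 nM IGF for 20 min at 37 °C, and lysed. Phospho-Akt Ser473 was read by HTRF as 665/615 ratio ×10^4.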
HEK293 tox: cytotoxicity counter-screen for GLP-1 receptor inverse agonists | actives 0.13% (n = 410,000) | Potency, µM (top dose mostly 38.3 µM), inactives show at the top dose activity change, negative = inhibition, hits mostly inhibitors | HEK293 cAMP-luciferase reporter cells, luminescence, 24 h;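 further: loss of luciferase light is scored as toxicity; potency means the concentration at half of the fitted maximal effect; on the % scale 0 is the no-effect control and ±100 the full control effect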
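Step one: seed cells (200 cells/uL, DMEM with 10% Nu serum, 1% pen-strep). Step two: 12-hour incubation at 37 deg C. Step three: pin 23 nL compound, incubate 24 hr. Step four: add luciferase reagent, read luminescence 12 min later.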
Abeta rescue: restores growth of yeast expressing A-beta42 peptide. Potency, µM (series often up to 46.1 µM), for the others: at the top dose growth rescue, hits mostly activators. yeast expressing A-beta42, growth rescue, OD600, 48 h; response scale: 0% DMSO, 100% iron-clioquinol control. actives 0.063% (n = 410,000); further: potency means the concentration at half of the fitted maximal effect; nearly all actives have a fitted effect of over 55% in size
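Yeast A-beta toxicity model in growth medium with pinned compounds, 48 h at 30 C; growth read as absorbance at 600 nm. Normalized to FeCl3/clioquinol equimolar mix (positive) and DMSO (negative).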
PTHR1 ag: activates the human parathyroid hormone receptor PTHR1. Q03431. Potency, µM (highest dose often 115 µM), without a hit: at the top dose activation, most hits filed as activators. HEK293 GP2 PTHR1 cells, GloSensor cAMP luminescence, 1 h. actives 0.075% (n = 410,000). AID 743266; further: potency means the concentration at half of the fitted maximal effect; nearly all actives have a fitted effect of over 55% in size; some results filed as inactive show a strong effect at the top dose; inactives centre near -15; many of its hits are not listed in these tables
Target sequence (Q03431 whole entry, looked up): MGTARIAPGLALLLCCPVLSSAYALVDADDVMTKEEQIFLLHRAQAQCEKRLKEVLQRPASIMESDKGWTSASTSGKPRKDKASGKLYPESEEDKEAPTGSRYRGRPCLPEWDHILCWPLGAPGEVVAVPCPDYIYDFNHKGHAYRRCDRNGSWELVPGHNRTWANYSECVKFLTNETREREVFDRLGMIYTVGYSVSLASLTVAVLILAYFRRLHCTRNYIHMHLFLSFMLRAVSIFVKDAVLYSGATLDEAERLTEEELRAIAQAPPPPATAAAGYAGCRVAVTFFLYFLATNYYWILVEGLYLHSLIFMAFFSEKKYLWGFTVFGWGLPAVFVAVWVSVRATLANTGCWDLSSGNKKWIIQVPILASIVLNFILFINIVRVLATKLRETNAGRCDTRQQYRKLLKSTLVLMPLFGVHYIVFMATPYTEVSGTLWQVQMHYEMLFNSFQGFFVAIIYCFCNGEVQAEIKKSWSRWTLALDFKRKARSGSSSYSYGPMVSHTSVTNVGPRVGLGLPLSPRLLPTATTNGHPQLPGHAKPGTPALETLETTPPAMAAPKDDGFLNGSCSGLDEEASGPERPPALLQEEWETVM
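HEK-293-derived GP2 cells expressing PTHR1 and a GloSensor cAMP reporter, 3,000/well, plated overnight, given luciferin plus IBMX (each 0.5 mM as added) for 1 h at 37 °C, then compound for 1 h at 37 °C. Luminescence was read after 15 min at room temperature.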
TDP-43 yeast inh: inhibitors of TDP-43 toxicity in yeast; TDP-43 expressing yeast growth rescue, BacTiter-Glo, 24 h; Potency, µM (doses to about 46.1 µM), without a hit: at the highest dose growth rescue (activation), hits mostly activators; actives 1.8% (n = 410,000); further: potency means the concentration at half of the fitted maximal effect; % of control where 0% means no effect; nearly all actives have a fitted effect of over 50% in size
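Cell-based yeast growth screen: TDP-43 expression induced in galactose, inoculum OD600=0.02 after raffinose pregrowth to mid-log. Read-out BacTiter-Glo luminescence at 24 hr, 30 deg C; inhibition of toxicity seen as signal increase.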
Mm-Cpn inhibitor: blocks the Methanococcus maripaludis chaperonin Mm-Cpn. actives 0.031% (n = 330,000). AID 504842. purified Mm-Cpn ATPase, ADP Transcreener TR-FRET. Potency, µM (titrated, usually from 76.9 µM), for inactives: at the highest dose activity, negative = inhibition, usual class: inhibitors; further: potency means the concentration at half of the fitted maximal effect; on the % scale 0 is the no-effect control and ±100 the full control effect; nearly all actives have a fitted effect of over 80% in size
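Purified archaeal Mm-CPN (25nM final) preincubated 10 min at 37degC with compound, then 10uM ATP for 30 min at 37degC; ADP measured by HTRF Transcreener TR-FRET; buffer 30 mM TRIS pH 7.4, 100mM KCl, 5mM MgCl2, 1mM DTT.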
Starred values were filed as active, the others as inactive; i = inactive; ? = inconclusive; / = not tested or not shown; [ ] = another dose, or the depositor's remark. Unless noted, the call rests on the fitted dose curve; in most records, active means well fitted curve in the direction sought with a large enough effect; inconclusive means small, poorly fitted or top-dose-only effect, or another doubt; inactive means no such curve, though single readings can be large; an effect the other way counts as inactive or inconclusive. A portion of the library; the hit share may differ from the screen's.

SMILES	GLP1R inv ag	aSyn yeast inh	FUS yeast rescue	pAkt inh	HEK293 tox	Abeta rescue	PTHR1 ag	TDP-43 yeast inh	Mm-Cpn inhibitor
CN(C(=O)Oc1cccc2cccnc12)c1ccccc1	?	-9.4%	-1.0%	i	-18.0%	13.2%	-13.1%	7.6%	0.4%
CNC(=O)NC(O)C(Cl)(Cl)Cl (stereo unspecified)	-0.8%	-1.6%	-4.5%	i	-0.2%	4.3%	i	-24.7%	-0.4%
O=C(Cc1ccc(Br)cc1)N1CCN(Cc2ccccc2)CC1	?	-5.1%	-7.9%	i	-3.5%	-4.9%	-16.2%	6.5%	-0.7%
CCc1ccc(-n2c(O)c(/C=N/NC(=O)c3ccncc3)c(=O)[nH]c2=O)cc1	1.7%	-0.6%	-0.2%	i	-1.7%	30.0%	-22.8%	?	0.7%
O=C(Nc1ccc(F)cc1F)c1cccn(Cc2ccccc2)c1=O	-4.8%	4.6%	1.4%	i	-11.1%	1.8%	-25.4%	1.2%[9.22 µM]	-3.9%
NC1(C(=O)O)CCCc2ccc(N(CCCl)CCCl)cc21 (stereo unspecified)	-24.9%	3.2%	12.4%	i	-24.6%	-2.7%	i	-11.6%	/
CCC(CC)N1CCN(C(=O)Cc2ccccc2)CC1	-0.1%	0.2%	-8.4%	i	15.4%	-0.3%	-12.3%	-2.1%	-2.4%
Cc1cccc(N2CCN(C(=O)c3ccc(CNc4c(N5CCC(C)CC5)c(=O)c4=O)cc3)CC2)c1C	6.3%	4.1%	-1.8%	i	-20.9%	2.9%	-65.5%[inhibitor]	-11.2%	0.8%
CCc1ccc2nc(N=C(N)N)nc(C)c2c1	?	-0.7%	6.2%	i	?	-8.7%	-9.3%	4.0%[9.22 µM]	-0.6%
Cc1ccc2c(C)cccc2c1	0.5%	-0.5%	-30.5%	/	2.3%	-23.2%	11.9%	10.0%	/
C=C(Cl)CSC(=S)N(CC)CC	8.6%	11.6%	-13.0%	i	-1.2%	-11.2%	i	18.1%	-3.8%
CCOc1ccc(/C=N/NC(=O)COc2ccccc2-c2ccccc2)cc1	?	-2.3%	14.0%	i	?	10.4%	-29.1%	8.2%	1.1%
CCC(C)C1NC(=O)C2CCCN2C(=O)C(CC(C)C)OC(=O)CCNC(=O)C(C)N(C)C(=O)C(C(C)C)N(C)C1=O (stereo unspecified)	?	-3.3%	/	i	4.47µM*	-4.5%	9.0%	-14.8%	/
CCOC(=O)C1(c2ccccc2)CCN(CCc2ccc(NC(=O)CCC(=O)O)cc2)CC1	3.4%	2.4%	0.3%	i	-5.2%	6.0%	-7.5%	-10.1%	/
Cc1ccccc1-n1nc(C)c2c1NC(=O)CSC2c1ccc(Cl)cc1 (stereo unspecified)	?	/	27.4%	/	-4.2%	-15.9%	-28.6%	17.8µM*	/
CN1C2CCC1C(C(=O)O)C(O)C2 (stereo unspecified)	-6.2%	-1.8%	-37.9%	i	-7.3%	0.0%	i	18.7%	-0.5%
COc1ccn(C)c(=O)c1C#N	0.6%	0.1%	-13.5%	i	2.3%	-18.7%	-18.3%	-1.6%	/
CC(NCc1ccc(Cl)cc1Cl)C(O)c1ccccc1 (stereo unspecified)	0.0%	-0.9%	24.7%	i	11.2%	8.6%	i	-22.2%	0.7%
CC(C)(C)c1ccc(CN2C3=NCCCN3c3ccccc32)cc1	?	-0.5%	-9.3%	i	?	6.3%	i	7.1%	-0.7%
COc1ccc(CC2C(=O)N(c3ccccc3)C(=O)N(c3ccccc3)C2=O)c(OC)c1	0.0%	6.2%	37.4%	i	0.4%	17.2%	-9.3%[57.5 µM]	15.1%	-2.3%
Nc1ccccc1C(=O)OCCOc1ccccc1	?	3.4%	-5.9%	i	-0.4%	13.4%	-7.3%	10.7%	-0.1%
COC(=O)CN(CCCl)P1(=O)OCCCN1CCCl (stereo unspecified)	13.7%	5.9%	-13.8%	i	5.7%	-7.0%	i	17.9%	/
CN1C(=O)C(=Cc2ccccc2Oc2ccc(Cl)c(F)c2)C(=O)N(C)C1=O	?	4.9%	-45.0%	i	-15.2%	8.1%[9.22 µM]	-12.6%	22.4µM*	-0.1%
O=C1OCCC1C(=O)c1ccccc1 (stereo unspecified)	-2.4%	0.9%	-12.9%	i	0.9%	9.9%	i	21.3%	/
Cn1c(O)c(C(=NCCc2c[nH]c3ccccc23)c2ccccc2)c(=O)n(C)c1=O	3.5%	0.5%	-18.2%	i	-17.0%	13.5%	i	7.1%	-0.3%
CCOC(=O)[C@]12Cc3cc(OC)ccc3[C@H]1N(CC(=O)OC)C(=O)c1cc(OC)ccc12	?	-13.8%	13.7%	i	?	-9.1%	-39.2%[inhibitor]	7.4%	/
CCn1c(O)c(C=NCCN2CCOCC2)c(=O)n(CC)c1=S	-25.2%	-2.2%	17.2%	i	1.0%	-5.1%	-24.0%	-9.2%	0.8%
CCN1CCN(C2=C(NS(=O)(=O)c3ccccc3)C(=O)c3ccccc3C2=O)CC1	-18.2%	4.5%	-11.9%	i	?	/	i	2.4%	-6.4%
COc1ccc(C(=O)C2CCCN(C3CSCCSC3)C2)c(OC)c1 (stereo unspecified)	?	0.5%	-11.4%	i	-7.3%	0.7%	i	14.9%	-2.1%
C#CC(C)(CC)NC(=O)Cn1nnc(-c2ccc(OCc3ccccc3C)cc2)n1 (stereo unspecified)	?	/	-7.9%	/	-8.2%	0.9%	-30.8%[inhibitor]	0.0%	/
C[C@H]1C(=O)O[C@@H]2CCN3CC=C(COC(=O)[C@](C)(O)[C@]1(C)O)[C@H]23	3.5%	7.2%	-5.6%	i	5.8%	-5.9%	-7.0%	0.8%	3.8%
Oc1ccccc1Cl	-9.6%	-1.6%	-5.3%	i	2.6%	-4.6%	-5.6%	13.9%	0.4%
CN=C(SCc1ccccc1)c1c(O)n(C)c(=O)n(C)c1=O	-6.1%	11.7%	5.2%	-108.1%*	19.7%	11.0%	-30.4%[inhibitor]	-45.5%[inhibitor]	0.2%
CN1CCCC(C(=O)c2ccc(-c3ccccc3)cc2)C1 (stereo unspecified)	-31.1%	5.3%	11.6%	i	-25.8%	-5.7%	-17.8%	7.6%	-4.4%
CCCC(C)n1[nH]c(=O)c2c1NC(=O)CSC2c1ccc(OC)c(OC)c1 (stereo unspecified)	5.2%	-2.0%	21.8%	i	1.6%	-8.8%	-7.1%[57.5 µM]	-23.6%	0.8%
Cc1cccc2c1N(N=O)CCC2	-1.2%	-7.3%	-15.7%	i	2.2%[1.53 µM]	-12.0%	i	26.8%	-0.6%
O=[N+]([O-])c1ccc(N2CCNCC2)cc1NCc1ccco1	27.7%	0.4%	/	i	-22.9%	22.5%	-0.4%	0.8%	-2.7%
O=C(O)Cn1cc(/C=C2\C(=O)NC(=O)N(Cc3ccco3)C2=O)c2ccccc21	-7.3%	-0.3%	/	i	-4.5%	-5.0%	-4.1%	-8.4%	-3.6%
Cc1ccc(/C=C2\C(=O)NC(=O)N(CCc3ccc(F)cc3)C2=O)s1	-23.5%[0.307 µM]	-10.4%	15.9%	i	-16.4%[0.307 µM]	19.0%	i	3.1%	-1.0%
O=C(Cc1ccccc1)OCC(=O)c1ccc(F)cc1	-2.8%	-13.7%	0.5%	i	-9.4%	18.0%	i	?	-6.3%
Brc1cccc(CNCCc2ccc3c(c2)OCO3)c1	-65.3%	0.3%	3.3%	i	-5.9%	15.6%	-19.3%	20.3%	3.2%
O=C(C1CCC(=O)N1C1CCCC1)N1CCC2(CC1)OCCO2 (stereo unspecified)	10.4%	1.7%	10.7%	i	1.0%	22.2%	-2.0%[57.5 µM]	-7.1%	?
Cc1sc(NC(=O)CSc2n[nH]c(N)n2)c(C#N)c1C	3.8%	-1.9%	11.2%	i	109.3%[activator]	-13.9%	i	6.4%	/
O=C(Cc1ccccc1)NC(Oc1ccccc1Cl)C(Cl)(Cl)Cl (stereo unspecified)	-7.3%	2.7%	6.5%	i	7.6%	19.9%	-18.4%	3.1%	0.5%
O=C1NC(=O)C(=Cc2ccccc2OCCOc2ccc([N+](=O)[O-])cc2)C(=O)N1	10µM*	-17.7%	14.9%	i	?	-46.9%[inhibitor]	-36.4%[inhibitor]	-73.3%[inhibitor]	-2.4%
COc1ccc(-n2c(O)c(/C=N/NS(=O)(=O)c3cccc([N+](=O)[O-])c3)c3ccccc3c2=O)cc1OC	-9.5%	-5.5%	?	i	80.2%[activator]	0.8%	-17.3%	-21.9%	-8.1%
Cn1c(O)c(C(=Nc2ccccc2)SCc2ccc(Cl)cc2)c(=O)n(C)c1=O	?	-71.9%[inhibitor]	11.2%	i	-21.9%	-64.7%[inhibitor]	-24.1%	-87.8%[inhibitor]	0.3%

3 compounds from above, ordered by molecular weight, highest first.
SMILES	GLP1R inv ag	aSyn yeast inh	FUS yeast rescue	pAkt inh	HEK293 tox	Abeta rescue	PTHR1 ag	TDP-43 yeast inh	Mm-Cpn inhibitor
Cn1c(O)c(C(=Nc2ccccc2)SCc2ccc(Cl)cc2)c(=O)n(C)c1=O	?	-71.9%[inhibitor]	11.2%	i	-21.9%	-64.7%[inhibitor]	-24.1%	-87.8%[inhibitor]	0.3%
O=C(Cc1ccccc1)NC(Oc1ccccc1Cl)C(Cl)(Cl)Cl (stereo unspecified)	-7.3%	2.7%	6.5%	i	7.6%	19.9%	-18.4%	3.1%	0.5%
Cc1sc(NC(=O)CSc2n[nH]c(N)n2)c(C#N)c1C	3.8%	-1.9%	11.2%	i	109.3%[activator]	-13.9%	i	6.4%	/
